TRPC4 potent: positive allosteric modulators of TRPC4, primary screen, cell-based, mouse TRPC4beta, HEK293 mu-opioid, Fluo-4 calcium | DAMGO EC20, Fluo-4 Ca2+ flux; stronger effect = higher value | B-score at 10 µM | 310,000 compounds, 0.42% hits | AID 2227, 2009;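 active = B-score of calcium response area above 5 SD of library B-scores, with initial fluorescence ratio within 5 SD of library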;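 also: B-score of integrated fluorescence ratio over time as area under calcium response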
TRPC4 act: activators of mouse TRPC4 channel, primary screen, Fluo4 calcium, HEK293 TRPC4beta/mu-opioid cells; Short transient receptor potential channel 4 (Mus musculus), Q9QUQ5; Fluo4 calcium fluorescence; stronger effect = higher value; B-score at 10 µM; 310,000 compounds, 0.49% hits; AID 2237, 2010;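 active = B-score above 5 SD of library B-scores, and initial fluorescence ratio not above library mean plus 5 SD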;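 also: positive B-score marks a calcium rise read as TRPC4 activation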
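system = HEK293 cells stably co-expressing mouse TRPC4beta and mu-opioid receptor | schedule = Fluo4 dye loading 45 min at room temperature, 110 s recording | measure = B-scored integrated calcium fluorescence ratio | signal = Fluo4 calcium-sensitive dye fluorescence, kinetic, 1 Hz baseline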
MrgX1 antagonist: antagonists of human MrgX1 receptor, primary screen, HEK293 cells, Fluo-4 calcium flux. B-score at 10 µM. BAM8-22 antagonism; stronger effect = lower value. AID 588676, 2011. 310,000 compounds, 1.3% hits;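 active = calcium-response B-score plate-corrected more than 3 library SD below zero, starting fluorescence within 5 deviations, no agonist response on first addition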;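 also: peak minus trough fluorescence over baseline after final BAM8-22 challenge near maximal dose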
TMEM16A act: TMEM16A chloride channel activators or potentiators, primary screen, cell-based, HTS; 340,000 compounds, 0.3% hits; Anoctamin-1 (Mus musculus), Q8BHY3; B-score at 10 µM; HEK293 TMEM16A/YFP-H148Q/I152L, iodide quench fluorescence; stronger effect = lower value;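 active = fluorescence-ratio B-score plate-corrected deviation score at least 3 library SD below zero, with starting fluorescence score within 5 deviations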;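 also: channel opened by trigger with iodide after compound preincubation; score built on the fluorescence ratio of max minus min over baseline; more negative score means more quench and so TMEM16A activation or potentiation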
Target sequence (Q8BHY3 whole entry, looked up): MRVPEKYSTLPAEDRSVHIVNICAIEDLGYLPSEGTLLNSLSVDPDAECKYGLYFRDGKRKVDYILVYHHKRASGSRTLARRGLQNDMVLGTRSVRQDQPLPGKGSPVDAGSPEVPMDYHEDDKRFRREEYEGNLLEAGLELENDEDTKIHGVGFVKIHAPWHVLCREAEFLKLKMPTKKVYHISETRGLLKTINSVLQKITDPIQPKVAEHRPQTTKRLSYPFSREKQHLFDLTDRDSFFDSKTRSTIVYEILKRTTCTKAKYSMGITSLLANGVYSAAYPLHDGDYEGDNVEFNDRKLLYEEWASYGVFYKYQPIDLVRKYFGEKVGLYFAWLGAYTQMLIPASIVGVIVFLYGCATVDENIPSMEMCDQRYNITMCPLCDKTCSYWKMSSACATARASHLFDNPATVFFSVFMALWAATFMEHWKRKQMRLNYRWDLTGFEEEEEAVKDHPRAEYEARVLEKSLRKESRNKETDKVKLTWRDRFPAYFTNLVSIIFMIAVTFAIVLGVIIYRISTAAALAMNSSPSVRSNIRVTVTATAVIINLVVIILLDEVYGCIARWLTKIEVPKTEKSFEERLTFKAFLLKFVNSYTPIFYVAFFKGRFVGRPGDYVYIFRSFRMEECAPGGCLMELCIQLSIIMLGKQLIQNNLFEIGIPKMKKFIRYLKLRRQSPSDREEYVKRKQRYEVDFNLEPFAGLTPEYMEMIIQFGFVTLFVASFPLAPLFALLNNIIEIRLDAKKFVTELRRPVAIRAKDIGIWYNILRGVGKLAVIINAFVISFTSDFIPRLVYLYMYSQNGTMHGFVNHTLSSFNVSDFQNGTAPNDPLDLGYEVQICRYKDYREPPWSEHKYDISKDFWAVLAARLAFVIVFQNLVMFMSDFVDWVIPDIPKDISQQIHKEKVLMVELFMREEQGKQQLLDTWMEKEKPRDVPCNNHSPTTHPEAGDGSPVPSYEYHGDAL
TRPC6 act: mouse TRPC6 channel activators, primary screen, cell-based, HEK293, membrane potential dye; Short transient receptor potential channel 6 (Mus musculus), Q61143; HEK293-TRPC6 membrane potential dye fluorescence; stronger effect = higher value; B-score at 10 µM; 310,000 compounds, 0.13% hits; AID 2550, 2010;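 active = B-score of the integrated fluorescence ratio above library mean plus 3 SD, and starting fluorescence ratio within library mean plus 5 SD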;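 also: higher score means more depolarization so channel activation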
MrgX1 allo act: positive allosteric modulators of MrgX1, primary screen, HEK293 cells, Fluo-4 calcium flux; Mas-related G-protein coupled receptor member X1 (Homo sapiens), Q96LB2; FDSS; stronger effect = higher value; B-score at 10 µM; 310,000 compounds, 0.63% hits; AID 588675, 2011;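 active = plate-corrected calcium response at least 3 library SD above typical, normal starting fluorescence, not activating the receptor alone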;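 also: compound read alongside a low EC10 to EC30 dose of BAM8-22 agonist; peak minus trough fluorescence over baseline measured at the second addition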
ANO1 block: TMEM16A chloride channel inhibitors, primary screen, cell-based, HTS. Anoctamin-1 (Mus musculus), Q8BHY3. HEK293 TMEM16A/YFP iodide influx fluorescence, ionomycin. normalized B-score (activity score, 25-100; higher = stronger inhibition) at 10 µM. 310,000 compounds, 1.2% hits. AID 588511, 2011;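 active = ratio plate-corrected score three or more library SD toward inhibition, starting fluorescence score within five deviations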;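 also: score derived from kinetic fluorescence span divided by baseline fluorescence per well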
TRPC4 inh: inhibitors of mouse TRPC4 channel, primary screen, Fluo4 calcium, HEK293 TRPC4beta/mu-opioid cells. B-score at 10 µM. 300,000 compounds, 0.39% hits. DAMGO-evoked Fluo4 calcium flux; stronger effect = lower value. Short transient receptor potential channel 4 (Mus musculus), Q9QUQ5. AID 2247, 2010;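 active = B-score over 3 SD under the library average, no early fluorescence shift, positive overall ratio signal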
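Test system – stable TRPC4beta/mu-opioid receptor HEK293 cells · Probe or stimulus – DAMGO, a submaximal dose followed by a maximal one · Dosing – one concentration per compound · Signal – Fluo4 calcium fluorescence by kinetic imaging, 5 s 1 Hz baseline · Evaluation – per-well B score of integrated baseline-normalized Fluo4 ratio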
MrgX1 agonist: agonists of human MrgX1 receptor, primary screen, HEK293 cells, Fluo-4 calcium flux. Mas-related G-protein coupled receptor member X1 (Homo sapiens), Q96LB2. Fluo-4 calcium fluorescence, agonist mode; stronger effect = higher value. B-score at 10 µM. 310,000 compounds, 0.44% hits. AID 588627, 2011;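 active = calcium response B-score plate-corrected fluorescence ratio at least 3 library SD, with starting fluorescence B-score inside 5 SD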
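System: HEK293 cells stably expressing human MrgX1 receptor; Dosing: test compound in the initial addition of three; Schedule: overnight plating, then 30 min 37 °C plus 30 min room-temperature dye loading; Detection: kinetic calcium dye fluorescence, Fluo-4 NW; Controls: per-plate positive and negative controls for Z′ factor.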
TRPC6 inh: mouse TRPC6 channel inhibitors, primary screen, cell-based, HEK293, membrane potential dye; Short transient receptor potential channel 6 (Mus musculus), Q61143; ACh-evoked depolarization; stronger effect = lower value; B-score at 10 µM; 310,000 compounds, 1.1% hits;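 active = B-score under library mean minus 3 SD, initial fluorescence not abnormally high, positive integrated signal ratio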;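 also: B-score derived from integrated fluorescence ratio over the kinetic read; more negative B-score means stronger inhibition of depolarization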
SKKanGAS inh: S. pyogenes SKKanGAS growth inhibitors in kanamycin, primary screen, streptokinase expression inhibitor project, SKKanGAS strain, BacTiter-Glo luminescence; 6 h; inhibition, % at 7.5 µM; 300,000 compounds, 1.3% hits; AID 1662, 2009;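 active = mean replicate score, as percent of positive control median, at least 50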;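 also: strain carries kanamycin resistance gene driven by streptokinase promoter and grows in 40 µg/ml kanamycin; loss of luminescence reflects streptokinase promoter inhibition or plain growth inhibition; 0% = median of DMSO wells and 100% = positive control at its reference dose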
Starred values were filed as active, the others as inactive; i = inactive; / = no result given. Compounds were not picked by outcome; overall some 6.7% were active at least once.

SMILES,TRPC6 act,TRPC4 inh,TMEM16A act,TRPC6 inh,TRPC4 potent,MrgX1 allo act,MrgX1 antagonist,MrgX1 agonist,SKKanGAS inh,ANO1 block,TRPC4 act
O=C(c1cn(-c2ccccc2)nc1-c1ccc(Cl)cc1)N1CCOCC1,i,i,i,i,i,i,i,i,11,i,i
OCC[C@H]1C[C@H](O)[C@@H](O)[C@]2(OCc3ccccc32)O1,/,/,i,/,/,i,i,i,/,i,/
Cc1c(N=Cc2ccc(Br)s2)cccc1[N+](=O)[O-],i,i,i,i,i,i,i,i,5,i,i
CCOc1ccc(Cc2nnc(SCC(=O)Nc3ccc(C(C)=O)cc3)[nH]c2=O)cc1,i,i,i,i,i,i,i,i,38,i,i
CSC1=N/C(=C\c2ccc(C)s2)C(=O)S1,i,i,i,i,i,i,i,i,-3,i,i
COc1ccc(C2=NOC(C)(c3nnc(-c4ccc(F)cc4)o3)C2)cc1 (configuration not stated),i,/,i,i,i,i,i,i,-1,i,i
O=C(c1cccc(S(=O)(=O)N2CCN(c3ccc(F)cc3)CC2)c1)N1CCCCCCC1,i,i,i,i,i,i,i,i,-2,i,i
CSc1ccc(S(=O)(=O)N2CCC(C(=O)NCCN3CCOCC3)CC2)cc1,i,i,i,i,i,i,i,i,-3,i,i
CC(=O)Nc1cc(C(=O)OCC(=O)c2ccccc2)ccc1C,i,i,i,i,i,i,i,i,10,i,i
CCOC(=O)N1CCN(C(=O)C2CC(=O)N(c3ccc(OC)cc3)C2c2ccc(OC)cc2)CC1 (configuration not stated),i,i,i,i,i,i,i,i,-4,i,i
CCC(C)(C)NC(=O)C(c1cccn1C)N(C(=O)Cn1nnc2ccccc21)c1ccccc1OC (configuration not stated),i,i,i,i,i,i,i,i,4,i,i
C=CCNC(=S)N/N=C/c1ccc(C)s1,i,i,i,i,i,i,i,i,8,i,i
CCOc1ccc(CCNC(=O)COC(=O)CCc2cc(OC)c(OC)c(OC)c2)cc1OCC,i,i,i,i,i,i,i,i,-10,i,i
S=C1N[C@H]2CCCC[C@@H]2N1,i,i,i,i,i,i,i,i,-15,i,i
COc1cccc(/C=N/NC(=S)NCCc2ccccc2)c1OC,i,i,i,i,i,i,i,i,2,i,i
Cc1cc(C)c(CN2CCC(n3nccc3NC(=O)c3ccccc3Cl)CC2)cc1C,i,i,i,i,i,i,i,i,38,i,i
Cn1nc(SCC(=O)O)sc1=S,i,i,i,i,i,i,i,i,2,i,i
CC(Sc1nc(-c2ccccc2)cc(C(F)(F)F)n1)C(=O)N1CCC(C(N)=O)CC1 (configuration not stated),i,i,i,i,i,i,i,i,-6,i,i
O=C(Nc1c[nH]c(=O)[nH]c1=O)c1ccc2c(c1)C(=O)N(c1cccc([N+](=O)[O-])c1)C2=O,i,i,i,i,i,/,/,/,4,/,i
CCC(CO)NC(=O)c1cccc(S(=O)(=O)N2c3ccccc3CC2C)c1 (configuration not stated),i,i,i,i,i,i,i,i,-1,i,i
O=C(N/N=C/c1cnc(N2CCCCC2)s1)c1ccc(Cl)cc1,i,i,i,i,i,i,i,i,3,i,i
CNS(=O)(=O)/C=C/c1ccccc1,i,i,i,i,i,i,i,i,-17,i,i
Cc1cccc(N2CCN(S(=O)(=O)c3ccc(-c4ccc(=O)[nH]n4)o3)CC2)c1C,i,i,i,i,i,i,i,i,-14,i,i
C=CCc1c(C)nc(SC(C)C)[nH]c1=O,i,i,i,i,i,i,i,i,10,i,i
Cc1nn(Cc2c(F)c(F)c(F)c(F)c2F)c(C)c1NC(=O)c1ccc(COc2ccccc2Cl)o1,i,i,i,i,i,i,i,i,15,i,i

Following part:
SMILES,TRPC6 act,TRPC4 inh,TMEM16A act,TRPC6 inh,TRPC4 potent,MrgX1 allo act,MrgX1 antagonist,MrgX1 agonist,SKKanGAS inh,ANO1 block,TRPC4 act
CC(CCc1ccc(O)cc1)N1CCC(Oc2ccc(C(=O)N3CCCC3)cc2)CC1 (configuration not stated),i,i,i,i,i,i,i,i,-1,i,i
CN(C)CCN1CC(O)=C(c2nc3ccccc3s2)C1=N,i,i,i,i,i,i,-5.7*,i,10,i,i
COc1ccc(S(=O)(=O)N2CCCCC2)cc1C(C)C,/,/,i,/,/,i,i,i,/,i,/
COc1cc2c(c(O)c1OC)-c1c(cc(OC)c(OC)c1OC)C[C@@H](C)[C@@H](C)C2,i,i,i,i,i,i,i,i,17,i,i
O=C(Nc1ccc2c(c1)OCO2)c1ccc(S(=O)(=O)NCC2CCCO2)cc1 (configuration not stated),i,i,i,i,i,i,i,i,4,i,i
CCC(C)NC(=O)CO/N=C/c1ccc(C(=O)OC)cc1 (configuration not stated),i,i,i,i,i,i,i,i,-3,i,i
Cc1ccc(CNC(=O)C2CCCN(c3ncnc4c3nc3n4CCCCC3)C2)cc1 (configuration not stated),i,i,i,i,i,i,i,i,0,i,i
O=[N+]([O-])c1cccc(S(=O)(=O)N2CCN(S(=O)(=O)N3CCOCC3)CC2)c1,i,i,i,i,i,i,i,i,3,i,i
COc1ccc(-n2cnnc2SCC(=O)NC2CCCc3ccccc32)cc1 (configuration not stated),i,i,i,i,i,i,i,i,-12,i,i
Cc1cccc2cc(CN(Cc3ccco3)C(c3nnnn3CCc3ccccc3)C(C)C)c(=O)[nH]c12 (configuration not stated),i,i,i,i,i,i,i,i,25,i,i
Cc1cc(C(=O)NC2CCCN(Cc3ccccc3F)C2)n[nH]1 (configuration not stated),i,i,i,i,i,i,i,i,0,i,i
O=C(CCC1CCCC1)NCc1ccccn1,i,i,i,i,i,i,i,i,-1,i,i
O=C1CCC/C(=N/Nc2ccc(Cl)cc2)C1,i,i,i,i,i,i,i,i,12,i,i
C=CCn1c(-c2ccc(OC)cc2)nc2nc3ccccc3nc21,i,i,i,i,i,i,i,i,3,i,i
CCOC(=O)N1CCN(C(=O)Cc2c(C(=O)O)n(C)c3ccccc23)CC1,i,i,i,i,i,i,i,i,7,i,i
CNS(=O)(=O)c1cc(N)ccc1C,i,i,i,i,i,i,i,i,-1,i,i
O=C(NCCC1=CCCCC1)C(=O)NCc1ccccc1,i,i,i,i,i,i,i,i,-3,i,i
COc1ccccc1C(=O)Nc1c[nH]c(=O)[nH]c1=O,i,i,i,i,i,i,i,i,0,i,i
CCc1nn(-c2ccccc2)c(N)c1C#N,i,i,i,i,i,i,i,i,-1,i,i
Cn1c(SCC(=O)N2CCCc3ccccc32)nnc1-c1ccccc1,i,i,i,i,i,i,i,i,1,i,i
Cc1ccc(CNC(=O)c2ccc(COc3ccccc3)cc2)cc1,i,i,i,i,i,i,i,i,20,i,i
O=C(Cc1ccc(Cl)c(Cl)c1)Nc1ccc2[nH]c(=O)[nH]c2c1,i,i,i,i,i,i,i,i,2,i,i
COCCCNC(=S)Nc1ccc(CC(=O)O)cc1,i,i,i,i,i,i,i,i,-5,i,i
CCc1ccc(/C=C2/SC(N3CCOCC3)=NC2=O)cc1,i,i,i,i,i,i,i,i,1,i,i
COc1ccc2c(c1)C(c1ccc(Cl)cc1)NC(=O)C2 (configuration not stated),i,i,i,i,i,i,i,i,5,i,i

Next section
SMILES,TRPC6 act,TRPC4 inh,TMEM16A act,TRPC6 inh,TRPC4 potent,MrgX1 allo act,MrgX1 antagonist,MrgX1 agonist,SKKanGAS inh,ANO1 block,TRPC4 act
Cc1cc(=O)n2c(n1)SCOC2,i,i,i,i,i,i,i,i,8,i,i
N#CC1=C(N)Oc2cc(N)ccc2C1C1CC=CCC1 (configuration not stated),i,i,i,i,i,i,i,i,-11,i,i
CCOC(=O)c1[nH]c2cc3c(cc2c1NC(=O)CN1CCCC1)OCO3,i,i,i,i,i,i,i,i,9,i,i
COC(=O)C1=C(N)N(c2ccccc2C(F)(F)F)C2=C(C(=O)CCC2)C1c1ccc2c(c1)OCO2 (configuration not stated),i,i,i,i,i,i,i,i,21,i,i
Cc1cc(OCC(=O)Nc2ccc3c(c2)OCCO3)ccc1Cl,i,i,i,i,i,i,i,i,-9,i,i
CCOc1cc(-c2nc3ccccc3s2)ccc1O,i,i,i,i,i,i,i,i,-6,i,i
CCN(CC)c1ccc(/C=N/OC(C)C(=O)Nc2ccc(C)cc2)cc1 (configuration not stated),i,i,i,i,i,i,i,i,-3,i,i
Cc1ccc(F)cc1CNC(=O)C1CCC(=O)N(C2CC2)C1 (configuration not stated),i,i,i,i,i,i,i,i,-5,i,i
O=C(CNC(=O)c1ccc(F)cc1)N/N=C/c1cccnc1,i,i,i,i,i,i,i,i,-2,i,i
c1cn(-c2ncnc3sc4c(c23)CCCC4)cn1,i,i,i,i,i,i,i,i,1,i,i
COC(=O)c1cn(NC(=O)Cc2c(F)cccc2Cl)c(=O)c2ccccc12,i,i,i,i,i,i,i,i,1,i,i
O=Cc1c(N2CCN(CCO)CC2)nc2ccccn2c1=O,i,i,i,i,i,i,i,i,2,i,i
CCCCn1c(/N=C/c2ccccc2NS(=O)(=O)c2ccc(C)cc2)nc2ccccc21,/,/,i,/,/,i,i,i,/,i,/
CCOC(=O)C1CCN(C(=O)/C=C/c2ccc(OC)cc2)CC1,i,i,i,i,i,i,i,i,-6,i,i
